# From PubChem BioAssay
# LDHA inh – qHTS assay for inhibitors of human lactate dehydrogenase; activity change, % (values are at about 110 or 230 µM); L-lactate dehydrogenase A chain (Homo sapiens), P00338; purified LDHA, NADH/diaphorase-resazurin fluorescence; active compounds read low; 480,000 tested, 0.15% active; in the data active = activity change below about -30%; inconclusive = mostly about -25% to -30%;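 note: plate controls were DMSO wells for no effect and wells without enzyme for full effect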
#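 Human LDH5 (2 nM) was incubated with 0.06 mM NADH and 0.2 mM pyruvate for 5 min at room temperature in Tris pH 7.4. Remaining NADH was coupled through diaphorase/resazurin, and resorufin fluorescence was read at 0 and 20 min.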
# POLK inh – qHTS for Inhibitors of Polymerase Kappa; 400,000 tested, 0.53% active; purified Pol kappa, fluorescent DNA synthesis assay, 10 min; Potency, µM (top dose mostly 107 µM), for the others: at the top dose activity, negative = inhibition, hits mostly inhibitors; AID 588579, 2011; DNA polymerase kappa (Homo sapiens), Q9UBT6; note: potency is the fitted concentration of half-maximal effect; % is set by controls: 0 for no effect and ±100 for the full control effect
# Target sequence (Q9UBT6 whole entry, looked up): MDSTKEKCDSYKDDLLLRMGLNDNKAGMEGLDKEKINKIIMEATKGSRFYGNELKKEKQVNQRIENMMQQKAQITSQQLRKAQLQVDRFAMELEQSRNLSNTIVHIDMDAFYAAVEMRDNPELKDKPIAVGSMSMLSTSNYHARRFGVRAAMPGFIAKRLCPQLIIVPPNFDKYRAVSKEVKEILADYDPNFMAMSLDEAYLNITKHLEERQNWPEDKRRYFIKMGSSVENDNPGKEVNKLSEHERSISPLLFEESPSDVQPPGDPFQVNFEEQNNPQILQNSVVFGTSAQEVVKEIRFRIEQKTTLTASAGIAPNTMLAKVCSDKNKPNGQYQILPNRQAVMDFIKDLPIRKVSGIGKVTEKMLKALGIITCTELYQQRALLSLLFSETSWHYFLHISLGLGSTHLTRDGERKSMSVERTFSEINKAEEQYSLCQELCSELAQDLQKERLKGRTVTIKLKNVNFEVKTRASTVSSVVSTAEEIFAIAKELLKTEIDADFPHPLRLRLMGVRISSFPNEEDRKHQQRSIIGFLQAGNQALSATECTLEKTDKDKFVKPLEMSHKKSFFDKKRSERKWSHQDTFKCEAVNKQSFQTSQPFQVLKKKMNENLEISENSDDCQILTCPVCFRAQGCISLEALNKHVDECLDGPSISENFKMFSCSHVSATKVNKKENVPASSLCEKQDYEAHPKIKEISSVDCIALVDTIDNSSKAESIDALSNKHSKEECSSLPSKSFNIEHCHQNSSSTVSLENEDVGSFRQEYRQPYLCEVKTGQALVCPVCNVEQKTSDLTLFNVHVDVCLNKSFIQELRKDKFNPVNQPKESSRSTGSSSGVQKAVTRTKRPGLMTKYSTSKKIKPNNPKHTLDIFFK
#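 Kinetic fluorescence readout at 0 and 10 min followed reaction start with substrate at 50 nM final. Beforehand, enzyme (10 nM Pol kappa) stood 15 min with compound at room temperature; buffer-only wells were negative controls.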
# GRP78 ERSR act – qHTS for Inducers of the Endoplasmic Reticulum Stress Response (ERSR) in Human Glioma: qHTS. 420,000 tested, 0.02% active. U87-MG GRP78 promoter luciferase reporter, 16 h. AID 602332, 2012. Potency, µM, without a hit: top-dose activation, hits mostly activators; note: potency is the fitted concentration of half-maximal effect; series mostly up to about 76 µM; % of control where 0% means no effect; nearly all actives have a fitted effect of over 35% in size
#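 Stably transfected U87-MG human glioma cells carrying a GRP78-based luminescent sensor were seeded at 1000 cells/well, pin-dosed with compounds and incubated 16 h. Luciferase reagent was then added, and end-point luminescence was read after 10 min at room temperature.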
# Pol eta inh – qHTS for Inhibitors of Polymerase Eta; Potency, µM (doses to about 114 µM), inactives show top-dose activity change, negative = inhibition, most hits filed as inhibitors; recombinant Pol eta, fluorescent DNA replication assay; AID 588591, 2011; DNA polymerase eta (Homo sapiens), Q9Y253; 390,000 tested, 1.2% active; note: potency is the fitted concentration of half-maximal effect; % is set by controls: 0 for no effect and ±100 for the full control effect
#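 Pol eta at 10 nM preincubated with compounds 15 min at room temperature; reaction started with fluorescent substrate (50 nM final) and read kinetically at 0 and 10 min.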
# POLI inh – qHTS for Inhibitors of Polymerase Iota; DNA polymerase iota (Homo sapiens), Q9UNA4; Pol iota fluorescent replication assay, 10 min; Potency, µM (doses to about 115 µM), for inactives: at the highest dose activity, negative = inhibition, most hits filed as inhibitors; 390,000 tested, 1% active; note: potency is the fitted concentration of half-maximal effect
#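 Fluorescent replication assay read twice, at 0 min and 10 min after adding 50 nM (final) substrate. Enzyme (10 nM) and compounds were first incubated 15 min at room temperature; enzyme-free buffer wells were negative controls.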
# * = called active by the depositor; u = inconclusive; x = no result given; & = joins results of further samples; [ ] = dose if it differs, or a comment. Unless noted, calls come from the whole dose curve; as a rule, active = well fitted curve in the direction sought with a large enough effect; inconclusive = small, poorly fitted or top-dose-only effect, or another doubt; inactive = no such curve, though single readings can be large; an effect the other way counts as inactive or inconclusive.
SMILES,LDHA inh,POLK inh,GRP78 ERSR act,Pol eta inh,POLI inh
CC(C)(C(=O)NO)c1ccccc1,-2&11,11%,x,x,23%
c1coc(CNc2nc[n+]3c4c2ncn4CC3)c1,4,7%,x,x,2%
O=S(=O)(c1ccc(Cl)cc1)N1CCN(c2nc(Nc3cc(Cl)ccc3O)nc3ccccc23)CC1,0&-11,-18%&-16%,x,x,-11%[58.9 µM]
CCOc1ccc(S(=O)(=O)N2CCN(c3nc(-c4ccccc4)nc4ccccc34)CC2)cc1,-6,-7%,x,x,-7%
O=C(Cc1cccc(F)c1)NO,4,1%,x,x,32%
COC(=O)c1nc(N2CCN(S(=O)(=O)c3ccc(C)cc3)CC2)c2ccccc2n1,-2,5%,x,x,24%
CCCN1CNc2c(c(=O)[nH]c(=S)n2CCc2ccc(Cl)c(Cl)c2)C1,3,-1%,x,x,-12%
Cn1nnc2c(N3CCN(Cc4ccccc4)CC3)ncnc21,2,1%,x,x,-9%
Cc1ccc2nc(-c3ccc(C)o3)c(Nc3ccc(F)cc3)n2c1,0,-4%,x,x,-30%
CCN(CC)S(=O)(=O)c1ccc(NC(=O)CSc2nnc3c(n2)[nH]c2ccccc23)cc1,-6,-4%,x,x,18%
C=C1C=C(C)n2ncc(C(=O)Nc3ccccc3O)c2N1,13,-24%,x,x,u
C=C(C)[C@@H]1C2=CC(C(=O)OC)=C(C[C@@H](C(=C)C)[C@H]3O[C@H]3C3=C[C@H]1OC3=O)O2,-1,-16%,x,x,u
CCN1C(=O)[C@H]2[C@H]3[C@H](O)[C@H](O)CC(=O)[C@@H]3CC[C@H]2C1=O,-2,-5%,x,x,1%
Cc1ccn2c(NC3CCCCC3)c(-c3ccc(C)o3)nc2c1,0,-1%,x,x,19%
CCCN1CNc2c(c(=O)[nH]c(=S)n2CCc2cccc(OC)c2)C1,-7,-13%,x,x,25%
COc1ccc(N(C(C)=O)C2SC(=O)N(c3ccccc3)C2=O)cc1 (configuration not stated),7,-14%,x,x,-18%
CCc1ccccc1NNC(=O)c1sccc1Cl,7,-2%,x,x,14%
Cc1ccc(S(=O)(=O)N2CCN(c3nc(Nc4ccccc4O)nc4ccccc34)CC2)cc1,0,14%,x,x,15%
N#Cc1ccc(S(=O)(=O)N2CCN(c3nc(-c4ccccc4)nc4ccccc34)CC2)cc1,1&2,6%,x,x,1%
COc1cc2nc(N3CCOCC3)nc(NC3CCN(Cc4ccccc4)CC3)c2cc1OC,10,2%,x,x,20%
Cc1ccc(-c2nc3ccccn3c2Nc2ccc(F)cc2)o1,4,-2%,x,x,22%
COc1ccc(CC(=O)NO)cc1OC,6&5,9%,x,x,13%
O=S(=O)(c1ccc2c(c1)OCO2)N1CCN(c2nc(-c3cccs3)nc3ccccc23)CC1,-1,-2%,x,x,11%
CCCN1CNc2c(c(=O)[nH]c(=S)n2CCc2ccc(Cl)cc2)C1,-9,-21%,x,x,8%
COc1ccc2c(c1)c1nnc(SCCN3CCOCC3)nc1n2C,3,-5%,x,x,7%
O=S(=O)(c1cnc2ccccc2c1)N1CCN(c2nc(-c3cccs3)nc3ccccc23)CC1,2,-7%,x,x,12%
O=S(=O)(c1ccc2c(c1)OCCO2)N1CCN(c2nc(-c3cccs3)nc3ccccc23)CC1,5&-5,2%&-9%,x,x,15%&-20%
COc1cc2nc(N3CCOCC3)nc(NC3CCN(C)CC3)c2cc1OC,10,-17%,x,x,-7%
Cc1ccc(-c2nc3ccc(Cl)cn3c2Nc2ccccc2)o1,3,6%,x,x,43%[activator]
Cc1nc(N2CCN(C)CC2)c2nnn(Cc3ccccc3)c2n1,2,2%,x,x,14%
Cc1cccc(NC(=O)COc2ccccc2C(=O)Nc2ccccc2)c1,0,6%,x,x,-11%
Cc1ccccc1Nc1c(-c2ccc(Cl)s2)nc2ccccn12,-6,-5%,x,x,-2%
CCCCOc1ccc(CC(N)=O)cc1,-1,6%,x,x,-11%
O=C(c1ccc2c(=O)n(Cc3ccco3)c(=S)[nH]c2c1)N1CCCC1,-1,-36%,x,x,u
O=C(CCOc1ccccc1)NO,7,3%,x,x,13%
Cc1cccc(NC(=O)COC(=O)c2ccccc2OCc2cccc(Br)c2)c1,-1,-6%,x,x,u
CCCN1CNc2c(c(=O)[nH]c(=S)n2CCc2ccc(Cl)cc2Cl)C1,-3,-4%,x,x,-10%
CCCN1CNc2c(c(=O)[nH]c(=S)n2CCCc2ccccc2)C1,0,9%,x,x,15%
FCc1nc2nc(Cl)c(Cl)nc2[nH]1,-2,x,-2%,-12%,x
c1ccc2c(c1)C1=NCCN1c1ccccc1-2,0,x,u,3%,x
Cc1cc(N2CCN(C(=O)c3ccoc3)CC2)n2nc(-c3ccccc3)cc2n1,0,x,-3%,-7%,x
O=C(C1CCCCC1)N1C[C@@H](n2cc(-c3ccc(F)cc3)nn2)[C@H](O)C[C@@H]1c1ccc(Cl)cc1,2,x,3%,-29%,x
CC(OC(=O)[C@@H](NS(=O)(=O)c1ccccc1)C(C)C)C(=O)c1c(N)n(C)c(=O)n(C)c1=O (some centres not stated),1,x,-3%,-12%,x
C[C@@H]1CN([C@H](C)CO)C(=O)CCCn2cc(nn2)CO[C@H]1CN(C)C(=O)Nc1ccnc(N2CCOCC2)c1,0,x,-3%,-3%,x
COc1ccc2c(Cl)cc(NC(=O)Nc3c(C)cccc3C)nc2c1,-3,x,-3%,2%,x
COc1ccc(C(CC(=O)c2ccc(C)cc2)Sc2ccccc2N)cc1 (configuration not stated),2,x,4%,-11%,x
O=C1CCC(C(=O)N2CCN(c3ccccc3)CC2)CN1Cc1ccc(Cl)cc1 (configuration not stated),1,x,1%,-20%,x
CC(=O)N1N=C(N)SC1c1ccc(Cl)c(Cl)c1 (configuration not stated),0,x,-2%,-6%,x
Cc1ccc(S(=O)(=O)N2CC3(O)CN(C(=O)OC(C)C)N(C(=O)OC(C)C)CC3(OC(=O)NCC3CCCCC3)C2)cc1 (configuration not stated),3,x,-2%,-14%,x
COc1ccc(CNC(=O)O[C@]23C[C@H]4C(=O)N(c5ccccc5)C(=O)[C@H]4C[C@@]2(O)CN(S(=O)(=O)c2ccc(C)cc2)C3)cc1OC,-10,x,-1%,1%,x
CN(CCc1ccccc1)C(=O)CC1C(=O)NCCN1Cc1ccccn1 (configuration not stated),5,x,-3%,-21%,x
Cc1ccccc1-c1nc(S(=O)(=O)c2ccccc2)c(NCCN2CCOCC2)o1,-1&-5,x,2%,6%,x
CN(C(=O)COC(=O)Cc1ccc(Br)cc1)c1c(N)n(Cc2ccccc2)c(=O)[nH]c1=O,-10,x,-4%,0%,x
Cc1ccc([C@H]2C[C@H](n3cc(COC(=O)c4ccccc4)nn3)[C@@H](O)CN2C(=O)c2cccs2)cc1,-7,x,1%,-27%,x
Cc1ccc([C@H]2C[C@@H](n3cc(C4CC4)nn3)[C@H](O)CN2CC2CCCCC2)cc1,-15,x,6%,-17%,x
Cc1cccnc1NS(=O)(=O)c1ccccc1,-1,x,-4%,-7%,x
COc1ccc(C(=O)CC(C#N)c2ccc3c(c2)OCO3)cc1OC (configuration not stated),-1,x,-1%,-12%,x
COc1cc(NS(=O)(=O)c2ccc(-n3cccn3)cc2)cc(OC)c1,-5,x,-1%,-6%,x
C[C@@H]1CN([C@H](C)CO)C(=O)c2cc(Br)cnc2O[C@@H]1CN(C)Cc1ccc(-c2ccccc2)cc1,-6,x,0%,-25%,x
O=C(CCN1C(=O)c2ccccc2C1=O)c1ccccc1,-10,x,4%,-11%,x

# Remaining list, next part.
SMILES,LDHA inh,POLK inh,GRP78 ERSR act,Pol eta inh,POLI inh
CSc1ncnc2c1ncn2CCCN[C@H](C)c1cccc2ccccc12,-11,x,-5%,-13%,x
CC(C)(C)OC(=O)N1CCc2onc(-c3ccc(N)cc3)c2C1=O,5,x,-1%,2%,x
O=c1[nH]nc(-c2ccc[nH]2)[nH]1,3,x,1%,-3%,x
Cc1ncc(C)c2c([N+](=O)[O-])cccc12,5,x,0%,-11%,x
COCCn1c(=S)[nH]c2cc(C(=O)NCc3ccc(F)cc3)ccc2c1=O,-1,x,-4%,2%,x
NC1=CC(=O)C(=O)c2cccnc21,19,x,-14%,8.9µM*,x
C[C@@H]1CN([C@@H](C)CO)C(=O)CCCn2nncc2CO[C@H]1CN(C)C(=O)OCc1ccccc1,-7,x,-5%,-13%,x
C#CCN(C[C@@H]1[C@@H](OC(=O)NCc2ccco2)[C@@H](OC(=O)NCc2ccco2)Cn2c(=O)n(CCCCCC)c(=O)n21)S(=O)(=O)c1ccc(C)cc1,-2,x,-8%,-5%,x
CCCCCCN1C[C@H](n2cc(-c3ccc(F)cc3)nn2)[C@@H](O)C[C@@H]1c1ccc(Cl)cc1,2,x,-12%,u,x
COc1ccc(-c2nc(NC(=O)c3ccco3)sc2C)cc1,-9,x,6%,-6%,x
COc1ccc(NC(=O)c2sc3nc(N4CCOCC4)c4c(c3c2N)CCCC4)cc1,-1,x,-2%,1%,x
C[C@H]1CN([C@@H](C)CO)C(=O)CCCn2nncc2CO[C@H]1CN(C)C(=O)Nc1cccc(Oc2ccccn2)c1,-8,x,-3%,-4%,x
COc1ccc(S(=O)(=O)N2CC=C(c3ccccc3)CC2)cc1OC,-1,x,-5%,-12%,x
COC(=O)c1cc(S(=O)(=O)NCC(C)c2ccccc2)c[nH]1 (configuration not stated),3,x,-1%,-6%,x
Cn1ncc([N+](=O)[O-])c1C(=O)Nc1ccccc1C#N,-7,x,-3%,-13%,x
Cc1cccc(NC(=O)Oc2ccc(Cl)c3cccnc23)c1,7,x,-1%,-22%,x
C[C@H](CO)N1C[C@H](C)[C@@H](CN(C)C(=O)Nc2ccccc2F)Oc2ncc(Br)cc2C1=O,1,x,-1%,8%,x
COc1ccc(CCNC(=O)CCCn2c(=S)[nH]c3cc4c(cc3c2=O)OCO4)cc1OC,-9,x,-5%,-6%,x
COc1ccccc1N1CCN(C(=O)c2cc(-c3ccccc3)nc3c2cnn3C(C)C)CC1,-2,x,-6%,-18%,x
CCN1C(=O)[C@H]2[C@@H](c3ccc(C(F)(F)F)cc3)N[C@]3(CCCN(Cc4ccc(Cl)cc4)C3=O)[C@H]2C1=O,-2,x,-5%,-17%,x

# Grouped by structure: the compounds so far with bromine.
SMILES,LDHA inh,POLK inh,GRP78 ERSR act,Pol eta inh,POLI inh
Cc1cccc(NC(=O)COC(=O)c2ccccc2OCc2cccc(Br)c2)c1,-1,-6%,x,x,u
CN(C(=O)COC(=O)Cc1ccc(Br)cc1)c1c(N)n(Cc2ccccc2)c(=O)[nH]c1=O,-10,x,-4%,0%,x
C[C@@H]1CN([C@H](C)CO)C(=O)c2cc(Br)cnc2O[C@@H]1CN(C)Cc1ccc(-c2ccccc2)cc1,-6,x,0%,-25%,x
C[C@H](CO)N1C[C@H](C)[C@@H](CN(C)C(=O)Nc2ccccc2F)Oc2ncc(Br)cc2C1=O,1,x,-1%,8%,x

# (list continues)
SMILES,LDHA inh,POLK inh,GRP78 ERSR act,Pol eta inh,POLI inh
Cc1ccc(NC(=O)c2ccc(OCC3CCCO3)cc2)cc1Cl (configuration not stated),-1,x,5%,-9%,x
CC(C)(C)Cc1c(-c2ccccc2)nc2ccc(Cl)cn12,2,x,0%,-27%,x
Cc1[nH]c2ccccc2c1C(=O)C(=O)NCc1nnnn1-c1cccc(F)c1,0,x,-5%,-7%,x
Cc1ccc(S(=O)(=O)CCC(=O)Nc2cc(C)on2)cc1,-4,x,1%,-7%,x
Cc1cccc(NC(=O)CN(C)C(=O)Cc2ccc(-c3ccccc3)cc2)c1C,-1,x,-3%,-2%,x
O=C(NCCCN1CCC(Cc2ccccc2)CC1)c1ccc(CS(=O)c2ccccc2Cl)o1 (configuration not stated),-3,x,-3%,-7%,x
COc1ccc(NC(=O)c2ccc(NC(=O)c3cccnc3)cc2)cc1,-2,x,0%,-17%,x

# An excerpt; count on the stated rates, not on these rows.
